# Screening results from PubChem.
# SRC1 inh: SRC1 coactivator transcriptional activity inhibitors, primary screen, cell-based, luminescence; Nuclear receptor coactivator 1 (Homo sapiens), Q15788; HEK293 GAL4-SRC1 luciferase reporter; inhibition, % at 3.6 µM; 360,000 compounds, 0.12% hits; AID 588354, 2011;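 active means inhibition above the campaign mean plus 3 SD, with each screening campaign given its own cutoff, cut at about 60% in these data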;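 further: 0% = DMSO treated cells and 100% = gossypol at 36 µM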
# Vif inh: HIV Vif self-association inhibitors, primary screen, imaging, HEK293T, single point; HEK293T cells, Vif self-association by quenched fluorescence, 24 h; 340,000 compounds, 0.35% hits; inhibition, % at 7.49 µM; in the data active means inhibition above about 50%, passing the limit was not always enough; further: some results filed as inactive read as strong as hits
# LMP1 NFkB inh: EBV LMP1-driven NF-kappaB luciferase reporter inhibitors, primary screen, cell-based, luminescence, single point. LMP1-induced NF-kappaB luciferase reporter cells. inhibition, % at 12.5 µM. 350,000 compounds, 0.69% hits. AID 504558, 2011; in the data active means inhibition above about 41%;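 further: 0% = neutral control wells and 100% = reference inhibitor control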
# COUP-TFII inh: NR2F2 transcriptional activity inhibitors, primary screen, cell-based, luciferase reporter, HEK293T, luminescence; COUP transcription factor 2 (Homo sapiens), P24468; HEK293T NGFI-A luciferase reporter; inhibition, % at 8.6 µM; 370,000 compounds, 0.7% hits;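 active means inhibition above a per-plate cutoff, mean inhibition of test wells between control levels plus 3 SD, cut at about 38% in these data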;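 further: cells cotransfected with COUP-TFII expression vector driving the NGFI-A reporter; 0% = median of COUP-TF2 test wells and 100% = reporter-only cells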
# Target sequence (P24468 whole entry, looked up): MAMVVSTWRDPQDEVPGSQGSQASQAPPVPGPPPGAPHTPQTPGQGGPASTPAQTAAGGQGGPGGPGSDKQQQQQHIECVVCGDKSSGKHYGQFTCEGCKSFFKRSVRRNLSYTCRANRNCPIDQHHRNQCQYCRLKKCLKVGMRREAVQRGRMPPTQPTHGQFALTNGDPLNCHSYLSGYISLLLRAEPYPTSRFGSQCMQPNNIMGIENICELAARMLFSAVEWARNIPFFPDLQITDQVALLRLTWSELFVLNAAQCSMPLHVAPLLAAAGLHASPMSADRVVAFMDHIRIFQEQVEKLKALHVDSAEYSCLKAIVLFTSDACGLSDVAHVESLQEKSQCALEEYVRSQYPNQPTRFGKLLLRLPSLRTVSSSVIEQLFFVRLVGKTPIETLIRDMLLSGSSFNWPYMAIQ
# C8 TRAIL sens: viability loss with TRAIL in NB7+C8 cells, primary screen, TRAIL sensitizer project, cell-based, ATPlite luminescence; inhibition (viability loss, TRAIL sensitization), % at 10 µM; 360,000 compounds, 1% hits; AID 624354, 2012;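 active means compounds causing at least 50% loss of cell viability in the single-dose screen, relative to plate controls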
# TROY NFkB inh: inhibitors of TROY-driven NF-kB signaling, primary screen, Q293 LMP1-TROYcd cells, NF-kB luciferase, uHTS. AID 1347056, 2019. Q293 LMP1-TROYcd NF-kB luciferase reporter, 4 h. 360,000 compounds, 0.98% hits. inhibition, % at 10 µM;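 active means compounds whose plate-normalised and pattern-corrected inhibition of the luciferase reporter signal at the single screening dose is 50% or more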
# NOD2 RIPK2 PPI: NOD2-RIPK2 binding disruptors in cells, primary screen, fluorescence, CHO cells, BLA complementation. Receptor-interacting serine/threonine-protein kinase 2 (Homo sapiens), O43353. CCF4 ratio. inhibition, % at 4.98 µM. 360,000 compounds, 0.38% hits; in the data active means inhibition above about 21%;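 further: 0% = vehicle only and 100% = reference blocker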
# Target sequence (O43353 whole entry, looked up): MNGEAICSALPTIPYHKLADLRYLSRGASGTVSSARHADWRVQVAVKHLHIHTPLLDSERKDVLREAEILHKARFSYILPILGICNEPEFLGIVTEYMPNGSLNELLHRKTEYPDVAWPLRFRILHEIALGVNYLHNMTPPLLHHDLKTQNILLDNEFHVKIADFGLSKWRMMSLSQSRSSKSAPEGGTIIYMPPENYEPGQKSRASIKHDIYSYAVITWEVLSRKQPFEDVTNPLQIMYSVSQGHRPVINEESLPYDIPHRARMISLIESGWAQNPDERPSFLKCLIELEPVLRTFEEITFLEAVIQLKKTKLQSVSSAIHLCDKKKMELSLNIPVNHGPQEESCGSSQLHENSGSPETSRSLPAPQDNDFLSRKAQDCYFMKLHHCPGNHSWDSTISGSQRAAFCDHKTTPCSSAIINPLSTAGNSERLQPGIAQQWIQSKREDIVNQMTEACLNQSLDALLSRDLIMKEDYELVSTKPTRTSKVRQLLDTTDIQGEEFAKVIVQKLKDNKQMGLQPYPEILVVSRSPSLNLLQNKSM
# NCOA3 inh: SRC3 coactivator transcriptional activity inhibitors, primary screen, cell-based, luminescence. Nuclear receptor coactivator 3 (Homo sapiens), Q9Y6Q9. HEK293 GAL4-SRC3 luciferase reporter. inhibition, % at 3.6 µM. 360,000 compounds, 0.17% hits;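 active means inhibition above a per-campaign cutoff, the mean of all compounds plus 3 SD, cut at about 60% in these data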;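 further: 0% = DMSO-treated cells and 100% = gossypol-treated cells at 36 µM; higher means less SRC3-driven luciferase light from the GAL4 reporter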
# TLR9-MyD88 block: inhibitors of TLR9-MyD88 association in cells, primary screen, cell-based, CHO, BLA complementation, fluorescence; Toll-like receptor 9 (Homo sapiens) + Myeloid differentiation primary response protein …; CCF4 FRET ratio; inhibition, % at 4.98 µM; 340,000 compounds, 0.21% hits;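 active means inhibition above the mean over all tested compounds plus 3 SD, cut at about 21% in these data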;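 further: 0% = DMSO only wells and 100% = clavulanate BLA inhibitor control wells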
# SRC2 inh: inhibition of GAL4-SRC2 driven luciferase reporter, primary screen, SRC2 inhibitor project, cell-based, luminescence; Nuclear receptor coactivator 2 (Homo sapiens), Q15596; HEK293 GAL4-SRC2 luciferase reporter; inhibition, % at 9 µM; 370,000 compounds, 0.17% hits;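 active means inhibition above the mean inhibition of all tested compounds plus 3 SD, set per campaign, cut at about 52% in these data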;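 further: 0% = DMSO treated cells and 100% = cells given Gossypol at 36 µM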
# NR5A2 inv ag: LRH-1 (NR5A2) inverse agonists, primary screen, cell-based, luminescence, HEK293T, StAR-luciferase reporter | LRH-1 transfected, 24 h | inhibition, % at 3.6 µM | 360,000 compounds, 0.13% hits | AID 602396, 2012;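 active means inhibition above the mean inhibition of all tested compounds plus 3 SD, cut at about 73% in these data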;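 further: 0% = DMSO wells and 100% = reporter-only cells lacking LRH-1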
# An asterisk follows results filed as active; nt = not tested or not shown; & = joins results of further samples. Not all compounds are listed; rates above refer to the full screens.
SMILES,SRC1 inh,Vif inh,LMP1 NFkB inh,COUP-TFII inh,C8 TRAIL sens,TROY NFkB inh,NOD2 RIPK2 PPI,NCOA3 inh,TLR9-MyD88 block,SRC2 inh,NR5A2 inv ag
CCCCN(Cc1ccco1)S(=O)(=O)c1csc(C(N)=O)c1,2,-16,14,-10,-1,-15,-18,2,-9,-8,1
Cc1csc(SCC(=O)N(C)C2CCS(=O)(=O)C2)n1 (centres undefined),-17,-2,-3,-17,11,6,-10,7,-7,-30,4
O=C(O)C1=C[C@H](c2ccc(Br)cc2)C[C@H](OCc2ccc(CO)cc2)O1,5,-5,7,4,-11,-14,1,4,-9,3,-4
CCN1CCN(C(=O)NC2CCCCC2)CC1,-1,-1,9,2,-25,7,-2,9,5,16,27
CCOC(=O)N1CCC(NS(=O)(=O)c2cc(Br)cnc2N)CC1,3,-5,-7,-9,-1,0,-1,6,8,14,10
CC1CC1C(=O)OCC(=O)N(C)c1c(N)n(Cc2ccccc2)c(=O)[nH]c1=O (centres undefined),6,-2,0,5,-9,19,3,4,-1,6,-14
CC(=O)Cn1ncc(N2CCOCC2)cc1=O,-3,1,1,-5,-2,-10,9,8,1,12,4
OC1CCN(CC(O)C(F)(F)F)CC1 (centres undefined),5,-4,-5,2,-3,3,-4,15,-14,-10,-7
COc1ccc(CN2CCN(c3ccccn3)CC2)c(OC)c1C,10&7,5&-15,9&3,2&12,-9&-3,2&-12,-6&2,18&13,15&3,-5&7,5&9
COc1ccc(NC(=O)CSc2nnc(Cn3cnc([N+](=O)[O-])n3)n2C)cc1,-11,-4,4,-9,-8,3,-6,8,-9,21,-6
CS(=O)(=O)Nc1ccc(-c2cn3cccnc3n2)cc1,-27,6,-2,-15,9,3,2,-5,5,-29,5
CCc1ccc(NC(=O)Cn2c3[n+](c4c(F)c(F)ccc42)CCCCC3)cc1,-11,0,-4,0,3,-3,-6,12,-6,-35,35
Cc1ccc(CCC(=O)Nc2ccc(Br)cc2)o1,-12,-1,-4,-9,14,-14,1,-23,-8,-17,-24
CCN=C1SC(C(=O)Nc2ccc(Cl)c(Cl)c2)CC(=O)N1CC (centres undefined),-10,5,4,-2,0,2,6,9,-6,-18,6
CC(=O)N1CCN(Cc2nc3cc(NC(=O)c4ccccc4Cl)ccc3n2C)CC1,4,-5,-2,-37,1,-9,4,14,0,4,-4
Cc1cc(C)cc(NC(=O)COC(=O)CCc2ccc(S(=O)(=O)N3CCOCC3)cc2)c1,-12,9,6,-5,2,-4,-5,8,-5,-9,-6
COC(CNC(=O)c1ccc2c(c1)ncn2-c1ccc(F)cc1F)OC,-10,5,3,4,-6,19,-9,7,2,18,-1
Cc1nc(C)c(C(=O)Nc2cccc(F)c2)s1,-22,4,6,16,-2,-9,3,0,0,-12,-11
CCc1nn(CC(=O)NC2CCN(Cc3ccccc3)CC2)c(=O)c2cc3cc(F)ccc3n12,-37,-3,-4,7,5,10,5,3,7,-7,-6
Cc1cccc(C)c1NC(=O)CN(C)CC(=O)N(C)CC(=O)Nc1ccccc1Br,0,14,-4,4,-7,-9,0,8,-5,-4,4
CCOC(=O)c1[nH]c(=O)c2ccccc2c1O,1,16,12,-7,-4,-32,-3,-4,3,6,3
NC(=O)CC(NC(=O)Cc1cccc2ccccc12)c1ccc(NC2CCCCC2)c([N+](=O)[O-])c1 (centres undefined),2,1,5,2,-8,-6,-14,-6,-1,8,7
O=C(NCN1CCOCC1)c1cnccn1,-2,-5,-11,14,-11,-3,3,-3,-2,23,15
COc1ccccc1CNC(=O)CNCC1CCCO1 (centres undefined),1,8,-12,2,3,-6,-2,10,-8,-18,7

# Record cards (already shown).
# `Cc1nc(C)c(C(=O)Nc2cccc(F)c2)s1` across the screens: SRC1 inh: -22; Vif inh: 4; LMP1 NFkB inh: 6; COUP-TFII inh: 16; C8 TRAIL sens: -2; TROY NFkB inh: -9; NOD2 RIPK2 PPI: 3; NCOA3 inh: 0; TLR9-MyD88 block: 0; SRC2 inh: -12; NR5A2 inv ag: -11
# `OC1CCN(CC(O)C(F)(F)F)CC1` (centres undefined) across the screens: SRC1 inh: 5; Vif inh: -4; LMP1 NFkB inh: -5; COUP-TFII inh: 2; C8 TRAIL sens: -3; TROY NFkB inh: 3; NOD2 RIPK2 PPI: -4; NCOA3 inh: 15; TLR9-MyD88 block: -14; SRC2 inh: -10; NR5A2 inv ag: -7
# `Cc1ccc(CCC(=O)Nc2ccc(Br)cc2)o1` across the screens: SRC1 inh: -12; Vif inh: -1; LMP1 NFkB inh: -4; COUP-TFII inh: -9; C8 TRAIL sens: 14; TROY NFkB inh: -14; NOD2 RIPK2 PPI: 1; NCOA3 inh: -23; TLR9-MyD88 block: -8; SRC2 inh: -17; NR5A2 inv ag: -24

# A different layout for three compounds above:
> Cc1nc(C)c(C(=O)Nc2cccc(F)c2)s1
- SRC1 inh = -22
- Vif inh = 4
- LMP1 NFkB inh = 6
- COUP-TFII inh = 16
- C8 TRAIL sens = -2
- TROY NFkB inh = -9
- NOD2 RIPK2 PPI = 3
- NCOA3 inh = 0
- TLR9-MyD88 block = 0
- SRC2 inh = -12
- NR5A2 inv ag = -11
> Cc1cc(C)cc(NC(=O)COC(=O)CCc2ccc(S(=O)(=O)N3CCOCC3)cc2)c1
- SRC1 inh = -12
- Vif inh = 9
- LMP1 NFkB inh = 6
- COUP-TFII inh = -5
- C8 TRAIL sens = 2
- TROY NFkB inh = -4
- NOD2 RIPK2 PPI = -5
- NCOA3 inh = 8
- TLR9-MyD88 block = -5
- SRC2 inh = -9
- NR5A2 inv ag = -6
> Cc1ccc(CCC(=O)Nc2ccc(Br)cc2)o1
- SRC1 inh = -12
- Vif inh = -1
- LMP1 NFkB inh = -4
- COUP-TFII inh = -9
- C8 TRAIL sens = 14
- TROY NFkB inh = -14
- NOD2 RIPK2 PPI = 1
- NCOA3 inh = -23
- TLR9-MyD88 block = -8
- SRC2 inh = -17
- NR5A2 inv ag = -24

# New compounds follow
SMILES,SRC1 inh,Vif inh,LMP1 NFkB inh,COUP-TFII inh,C8 TRAIL sens,TROY NFkB inh,NOD2 RIPK2 PPI,NCOA3 inh,TLR9-MyD88 block,SRC2 inh,NR5A2 inv ag
O=C1C2C(C(=O)N1/N=C/c1cc([N+](=O)[O-])c(O)cc1O)C1C=CC2C12CC2 (centres undefined),-7,-1,10,-5,-1,-4,-7,19,3,-33,13
CCOC(=O)C1=C(C)N(C)C(=S)NC1c1cccc(Cl)c1Cl (centres undefined),-33,2,-8,2,-4,-4,4,5,-11,0,18
O=C(N/N=C\c1cc2c(cc1Cl)OCO2)c1cccnc1,-2,-7,-7,-8,-21,-10,0,-22,1,-14,-6
CCCNC(=O)C(=O)NCC1CCCN1CC (centres undefined),13,4,5,-4,6,5,2,8,-3,29,0
CN1CCN(C(=O)c2ccccc2NC(=O)COc2ccccc2Cl)CC1,-15,4,-1,-13,0,2,-10,14,-10,-24,-21
O=C(Nc1cccnc1)c1cc(-c2ccc(Cl)cc2)on1,-2,-3,-3,-27,5,-39,8,8,-1,-3,-5
CCN(CC)c1ccc(C(=C2C=CC(=[N+](CC)CC)C=C2)c2ccc(S(=O)(=O)O)cc2S(=O)(=O)[O-])cc1,22,12,14,30,9,23,4,12,-8,17,11
COc1cc(CN2CCC(Cc3ccccc3)CC2)c([N+](=O)[O-])cc1OC,4,7,5,9,-8,8,15,3,0,-17,-3
COc1ccc(N(CC(=O)NC2CCS(=O)(=O)C2)S(=O)(=O)c2cc(C)ccc2C)cc1 (centres undefined),2,13,1,5,-5,-12,-9,14,-12,1,-3
CCCc1nc2cc(C)c(Br)c(C)n2c1CC1CCCCC1,nt,nt,nt,36,3,19,-8,nt,nt,-12,0
O=C(Nc1nnc(C2=COCCO2)o1)c1ccc([N+](=O)[O-])cc1,-20,nt,-2,-27,-1,29,0,4,-5,-26,-28
C=CCN(c1ccccc1)S(=O)(=O)c1cccc(C(=O)NCc2ccco2)c1,7,2,-6,15,-8,-2,-3,19,-6,12,-5
O=C(CNC(=O)C1CCCCC1)NNC(=O)c1ccc(Cl)cc1Cl,10,nt,-1,-9,-9,-6,-8,-12,-2,0,-20
CCCCN(C)C(=O)c1nc2ccccn2c1CN1CCN(C/C=C/c2ccccc2)CC1,12,11,9,-3,1,-4,3,8,1,9,5
COc1ccc(C(=O)COc2cccc(NC(=O)c3ccco3)c2)cc1,-30,-7,1,-2,-5,-8,-2,-5,13,-22,7
OCCNc1nc2nonc2nc1NCCO,-16,10,-6,-4,-16,0,-3,-1,-2,16,14
FC(F)Oc1ccccc1/C=N/Nc1nc2ccccc2o1,-100,-4,-28,-41,8,-36,-17,-64,7,-43,-110
CC(C)n1cc(CN2CCC(n3nccc3NC(=O)C3CCCC3)CC2)cn1,-18,nt,-8,19,-3,8,-12,8,-8,-7,-8
Cc1nn(Cc2ccccc2)c(C)c1N,6,11,2,7,-6,-9,-30,9,-5,5,-5
Cc1ccc(S(=O)(=O)NCCCCCC(=O)Nc2ccccc2)cc1,-20,2,-3,8,-4,0,2,11,5,14,-9
CCOC(=O)Cc1c(C)[nH]n(-c2ccccc2)c1=O,5,24,nt,-2,-4,7,-5,21,nt,7,7
O=C(CCC(=O)c1ccccc1)Nc1ccccc1,2,2,nt,-3,11,-50,-7,-4,nt,-34,9
COc1cccc(C(=O)N2[C@H](COCc3ccccc3)C=CS2(=O)=O)c1,15,4,nt,8,-8,1,3,13,nt,12,-5
CCN(C(=O)c1ccc(NC(C)=O)cc1)c1ccccc1,0,-1,-6,-2,11,5,-8,10,2,-63,-16
CC(C)c1[nH]nc2c1C(c1cccnc1)C(C#N)=C(N)O2 (centres undefined),-21,-8,10,-12,-9,13,5,20,4,-6,-22
O=C(CCc1ccccc1)NC(=S)Nc1cccc(Br)c1,-29,-9,-7,-10,-6,-18,-6,6,-2,-13,-28
CCOc1cc(/C=N\NC(=O)OC(C)(C)C)ccc1OC(=O)c1ccco1,-20,0,-4,-6,0,-6,-5,8,-4,0,-1
CNC(=O)Nc1cccc(-c2ccnc(C)n2)c1,-2,-11,-12,13,-3,13,-8,16,-2,14,4
Cc1oc(C(C)(C)C)cc1C(N)=O,-5,14,-7,6,-19,-16,-3,7,-2,-11,0
